Assay outcomes (PubChem BioAssay)
E coli Lon inh: E. coli protease La inhibition; P0A9M0; purified E. coli Lon protease, fluorescence polarization; inhibition, % at 7.94 µM; 360,000 compounds, 0.42% hits; AID 602123; in the data active = inhibition above about 13%, passing the limit was not always enough;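 note: 0% = enzyme with probe and DMSO and 100% = no enzyme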
MsrA inhibitor: inhibits bovine methionine sulfoxide reductase A; purified bovine MsrA, absorbance read-out; inhibition, % at 15.5 µM; 360,000 compounds, 0.75% hits; AID 651718; in the data active = inhibition above about 4.5%;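 note: 0% = vehicle wells with enzyme and 100% = reference inhibitor wells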
bovine MsrA act: bovine methionine sulfoxide reductase A activation | 360,000 compounds, 0.3% hits | activation, % at 10.6 µM | purified bovine MsrA, absorbance read-out; in the data active = activation above about 7.5%;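 note: 0% = vehicle and 100% = reference activator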
CendR NRP1 mod: NRP-1/CendR interaction modulation | FAM-RPARPAR peptide binding to NRP-1, fluorescence polarization | inhibition, % at 25 µM | 360,000 compounds, 0.85% hits;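 active = inhibition or corrected inhibition above about 18%, plus a signal ratio from 0.5 to 1.5, limit read from the data, passing the limit was not always enough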; note: strong numbers were not always called active
FAS TE block: inhibitors of human fatty acid synthase thioesterase domain; recombinant FAS-TE, OMFH fluorogenic substrate, fluorescence endpoint; inhibition, % at 15 µM; 360,000 compounds, 0.67% hits; AID 602261;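 active = compounds whose normalised, plate-corrected inhibition of enzyme fluorescence in the single-dose primary screen is 50% or more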;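 note: 0% = DMSO with enzyme and 100% = substrate without enzyme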
MT1-MMP act inh: inhibitors of human MT1-MMP activation; P50281; HT1080 RFP-PRO-GFP cells, GFP/RFP ratio fluorescence, overnight; percent of plate control window, DMSO zero; GFP/RFP ratio change, % at 20 µM; 360,000 compounds, 0.061% hits; AID 651647;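 active = GFP/RFP ratio change of at least 30% with cell ATP level not reduced by more than half and red fluorescence within 50% of control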; note: strong numbers were not always called active
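Material: RFP-PRO-GFP reporter HT1080 cells. Dosing: single-point 20 µM compound, 1% DMSO. Controls: DMSO and RFP-L50D-GFP cell wells. Timing: cells overnight before dosing, compound overnight, 37 °C, 5% CO2. Measure: GFP/RFP fluorescence ratio.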
SKN-1 block: blocks SKN-1 activity in C. elegans; C. elegans VP596 Pgst-4::GFP/RFP ratio, acrylamide-induced, 24 h; inhibition, % at 21.8 µM; 360,000 compounds, 0.49% hits;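 active = interference check ratio from 0.5 to 1.5 plus GFP to RFP signal ratio inhibition reaching or exceeding a fixed threshold, cut at about 30% in these data, passing the limit was not always enough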; note: some compounds called inactive have numbers as strong as hits
Neddyl block: cullin neddylation inhibition | TR-FRET cullin neddylation, biochemical | 360,000 compounds, 0.58% hits | P61081+Q13564 | calls only at 25 µM; in the data active = inhibition above about 36%
Rin1-Abl PPI inh: blocks binding of human Rin1 to Abl; TR-FRET Rin1/Abl binding, biochemical; inhibition, % at 7.35 µM; 360,000 compounds, 0.4% hits; AID 588664; in the data active = inhibition above about 5%, passing the limit was not always enough
* marks the source's active call; other numbers are inactive results; i = inactive; nt = not tested or not shown.

Results follow in this order: E coli Lon inh, MsrA inhibitor, bovine MsrA act, CendR NRP1 mod, FAS TE block, MT1-MMP act inh, SKN-1 block, Neddyl block, Rin1-Abl PPI inh
(1) CN(c1ccccc1)S(=O)(=O)c1ccc(Cl)c(C(=O)Nc2ccc(N3CCOCC3)cc2)c1
→ 6, -0.5, -8, -4, 11, 8, -1, i, 1
(2) COc1cc(/C=N/NC(=O)CCN2CCCCC2)ccc1O
→ -2, 2.4, -4, -3, -6, 2, -1, i, 3
(3) CC(=O)Nc1cccc(NC(=O)c2cccc(-c3ccc(O)cc3)c2)c1
→ -4, -0.3, -2, 3, 4, -14, -3, i, 0
(4) CCCn1c(=O)c2sccc2n2c(CCCC(=O)NCc3cccnc3)nnc12
→ -1, 0.2, -2, 8, -2, -2, 7, i, -2
(5) COc1ccc(C2(C)NC(=O)N(CC(=O)NCCC3=CCCCC3)C2=O)cc1OC (centres undefined)
→ -3, 0.8, -1, -1, 0, 3, -3, i, -1
(6) O=C(COC(=O)COc1cccc(Br)c1)Nc1c(Cl)cccc1Cl
→ 2, 0.2, -2, -2, -1, 2, 1, i, 2
(7) O=C(CSc1nnc(-c2ccco2)c(-c2ccco2)n1)c1ccccc1
→ 6, 3.0, -4, -15, 6, -4, 7, i, -1
(8) O=C(N1CCOCC1)N(CCN1CCOCC1)Cc1cccc2ccccc12
→ -11, 1.1, -3, 6, 0, 3, -13, i, 1
(9) Cn1nnc(NC(=O)c2cccc([N+](=O)[O-])c2)n1
→ -4, 1.4, -2, 4, -2, 0, -8, i, 0
(10) CC(=O)c1c(C)[nH]c(C(=O)NCCC2=CCCCC2)c1C
→ 5, -0.6, 0, 1, 1, -5, 9, i, -2
(11) CC(Sc1nc2c(N)ncnc2n1CCOc1ccccc1)C(=O)O (centres undefined)
→ 3, 0.5, -2, 7, -5, 5, -10, i, 2
(12) CCCCN1C(=O)C(C#N)CC2=C1CC(C)(C)CC2=O (centres undefined)
→ 4, 0.9, -1, -2, -7, 1, -2, i, -3
(13) NCC12CC3CC(C1)CC(c1ccc(Cl)cc1)(C3)C2
→ -1, 1.4, -2, -7, -44, -25, 6, i, 4
(14) CCN(C(=O)CSc1nc2scc(-c3ccccc3)c2c(=O)n1N)C1CCS(=O)(=O)C1 (centres undefined)
→ 2, -0.3, -3, 6, 2, -2, 12, i, -1
(15) CC(C)(C)NC(=O)C(=O)NCc1ccccn1
→ -6, 1.1, -4, 5, -3, 2, 1, i, 2
(16) CCOC(=O)c1ccc(NC(=O)CSc2nnc(COc3ccccc3)n2C)cc1
→ -1, 0.3, -3, -4, -13, -3, 3, i, -2
(17) COc1ccccc1NC(=S)NCc1ccccn1
→ -6, 1.6, -10, -5, -5, -1, -4, i, 2
(18) CCOc1ccccc1CN1CCC(Oc2ccc(C(=O)NCc3ccccn3)cc2)CC1
→ -7, 0.0, -2, 0, -4, -1, 6, i, 2
(19) COc1ccccc1N1C(=O)c2cccc3cccc(c23)C1=O
→ -2, 1.3, -2, 0, -3, -1, -4, i, -4
(20) NC(=O)c1ccc(S(=O)(=O)N2CCSCC2)cc1
→ -2, 0.7, -2, -2, -3, 4, 2, i, -1
(21) CS(=O)(=O)N(CC(=O)NCCSCc1ccco1)c1ccc(Cl)cc1
→ -4, -0.2, -3, -5, -4, 0, -9, i, -5
(22) CN(C)C(=O)c1ccc(NC(=O)CN2C(=O)NC3(CCCc4ccccc43)C2=O)cc1 (centres undefined)
→ -10, -1.3, 0, 1, -4, 3, 3, i, 0
(23) C=CCC(C=C)S(=O)(=O)c1ccc(C)cc1 (centres undefined)
→ 1, 0.7, -12, -1, -4, -1, -25, i, 0
(24) COc1cccc(-n2c(SCC(=O)c3c[nH]c4ccccc34)nc3ccccc3c2=O)c1
→ -7, -0.6, -12, 7, -4, -7, 12, i, 5
(25) COc1cccc(-c2noc(C3CCCN(C(=O)c4ccc(F)cc4)C3)n2)c1 (centres undefined)
→ -8, -0.5, -10, 15, -3, 2, -1, i, -3
(26) CCCCC(=O)Nc1ccc2oc(-c3cccnc3)nc2c1
→ -3, 1.0, -4, 23, 1, 15, 12, nt, -1
(27) Cc1ccc(OCC(=O)O/N=C(\N)c2ccccn2)cc1
→ 0, 0.5, -1, 0, -2, 2, -6, i, 2
(28) O=C(COc1ccc2c(c1)oc(=O)c1ccccc12)N[C@@H](Cc1c[nH]c2ccccc12)C(=O)O
→ 3, 1.7, -4, -17, 0, -1, -1, i, 1
(29) C#CCNc1ccc([N+](=O)[O-])cc1
→ 0, 0.9, -2, -5, -10, 2, -12, i, -2
(30) O=C(NCc1ccc2c(c1)OCO2)c1cc(F)c(F)cc1Cl
→ 3, 0.2, -1, -9, 19, 0, 4, i, -4

Continued; it opens with the 2 that closed the last part.
Results follow in this order: E coli Lon inh, MsrA inhibitor, bovine MsrA act, CendR NRP1 mod, FAS TE block, MT1-MMP act inh, SKN-1 block, Neddyl block, Rin1-Abl PPI inh
(29) C#CCNc1ccc([N+](=O)[O-])cc1
→ 0, 0.9, -2, -5, -10, 2, -12, i, -2
(30) O=C(NCc1ccc2c(c1)OCO2)c1cc(F)c(F)cc1Cl
→ 3, 0.2, -1, -9, 19, 0, 4, i, -4
(31) COc1ccc(COc2ccc3c(C)cc(=O)oc3c2)cc1
→ 10, 1.0, -9, 2, 29, 1, -13, i, -5
(32) O=C(CCCOc1ccc(Br)cc1)NNC(=O)c1ccncc1
→ -3, -0.2, -4, -7, -5, 1, 3, i, 2
(33) Cc1n[nH]c(=O)c2c(NC(=O)CSc3nnc(-c4ccco4)n3C)oc(C)c12
→ -15, 0.3, -1, -5, -7, -2, -6, i, -1
(34) COCCNC(=O)Cc1c(C)c2c(cc(C)c3c(C(C)(C)C)coc32)oc1=O
→ -2, 0.7, -4, -1, 2, -12, -11, nt, -6
(35) COc1ccc(CCNc2ccc(C(=O)O)cc2[N+](=O)[O-])cc1OC
→ 2, -0.7, 0, -14, -1, 2, -10, i, -3
(36) COc1ccc(Br)c(OC)c1C(=O)NC(=O)Nc1nc(C)cc(C)n1
→ 0, 0.8, -2, 9, -5, 3, 1, i, -1
(37) Cc1coc2c(C)c3oc(=O)c(CCC(=O)NCCC(=O)O)c(C)c3cc12
→ 4, 1.9, -3, -14, -3, 6, 10, nt, -1
(38) COc1cc(F)ccc1S(=O)(=O)N1CCN(c2ccccc2)CC1
→ 6, 0.3, -4, 6, 10, 5, 0, i, -1
(39) Cn1c(/N=C/c2ccccc2[N+](=O)[O-])nc2ccccc21
→ -1, -0.9, -1, 5, -5, -2, 3, i, 0
(40) CC(=O)c1ccc(OCc2cc(C(=O)N(C)Cc3ncc(C)[nH]3)no2)cc1
→ -12, 0.9, 0, 1, -2, -8, 1, i, 1
(41) CC1CCCCN1C(=O)CN(C)S(=O)(=O)c1cccc2nsnc12 (centres undefined)
→ 10, 0.4, -4, 4, -12, -6, 5, i, 0
(42) c1ccc(CN2CCN(CCOCCOc3cccc4ccccc34)CC2)cc1
→ 2, 0.3, -3, 2, 5, 3, -17, i, -1
(43) O=S(=O)(Cc1ccccc1)N1CCNCC1
→ 13, -1.6, -12, 5, -2, 4, -13, i, -1
(44) CCN(CC(=O)Nc1ccc2c(c1)OCCO2)C(=O)CN1C(=O)NC(C)(c2ccc(C)cc2)C1=O (centres undefined)
→ 5, 0.8, -7, 0, -5, 6, -9, i, 1
(45) Cc1ccc(OCc2ccc(C(=O)NCC3CCCO3)cc2)cc1 (centres undefined)
→ -4, 0.5, -1, 0, 3, -2, -1, i, -2
(46) CC(=O)Nc1ccc(S(=O)(=O)N2CCC(C(=O)NCc3cccnc3)CC2)cc1
→ -2, -1.0, -2, 12, -6, 1, 11, i, -1
(47) COc1ccc(C(=O)Cn2nnc(-c3ccccc3NC(=O)C3CCCCC3)n2)cc1
→ -20, -0.8, -2, -29, 24, -7, 10, i, -1
(48) C=CCn1c(C)nnc1SCC(=O)Nc1ccccc1C(=O)NC1CC1
→ -3, -2.6, -2, -3, -5, 4, 2, i, 1
(49) CCn1c(SCC(=O)Nc2ccc(OCc3ccccc3)cc2)nnc1-c1ccco1
→ 2, 0.6, -2, 8, 12, -1, -8, i, 2
(50) CC(=O)c1c(-c2ccccc2)c2cc([N+](=O)[O-])ccc2[nH]c1=O
→ -2, 1.4, -5, 1, 5, -10, 1, i, 1
(51) COC(=O)c1cc(NS(=O)(=O)c2ccc(NCc3cccnc3)c(N)c2)cc(C(=O)OC)c1
→ -12, 0.4, 3, -4, -1, 2, 1, i, -2
(52) Cc1cc(C)n2c(Nc3c(C)cccc3C)c(CCc3ccccc3)nc2n1
→ -8, 1.2, -6, -21, 1, 3, 1, i, nt
(53) C=CCOC(=O)COc1ccc2c(C)c(C)c(=O)oc2c1
→ -7, 1.4, -7, -10, 18, 3, -4, nt, 0
(54) COc1ccc2nc(N/C(=N/S(=O)(=O)c3cccs3)c3ccccc3Cl)sc2c1
→ 5, 1.9, -11, 0, -4, 0, -1, i, 2
(55) COC(=O)[C@]12CCCCC=C1N(Cc1ccco1)C(=O)[C@H](CC(=O)NCC1CCCCC1)C2
→ -11, 0.3, -5, -2, 1, 4, -3, i, nt
(56) O=C(c1ccccc1NS(=O)(=O)c1ccc2c(c1)OCCO2)N1CCOCC1
→ 0, 1.2, -2, 5, -8, 2, 15, i, -1
(57) Cc1ccc2nc(SCC(=O)Nc3cccc(Cl)c3)nc(=O)n2c1
→ -6, 1.4, -3, 6, 0, 3, -17, i, -2
(58) CC(NC(=O)c1cn(C(C)c2ccccc2F)nn1)c1ccncc1 (centres undefined)
→ -2, 1.3, -12, 7, -4, 1, 0, i, 4
(59) Cc1ccc(Cc2c(C3CCCCC3)nc3c(C)cc(Br)cn23)cc1
→ -10, 0.6, -15, -15, 11, 1, 11, i, nt
(60) COC(=O)c1ccc(CNC(=O)C2CCC(=O)N(Cc3ccccn3)C2)cc1 (centres undefined)
→ 2, -0.7, -13, 0, -7, nt, -8, i, 0
(61) O=C(CNC(=O)Cc1ccccc1)NCC(=O)OCC(=O)c1cccc2ccccc12
→ -7, 2.4, -3, -17, -5, -3, 17, i, -9
(62) COc1cccc(-c2ccc(NC(=O)C3CCCN(Cc4cnc(C)s4)C3)cc2)c1 (centres undefined)
→ 2, -0.9, -3, 2, 8, 7, 7, i, -4
(63) Nc1ccccc1OCCOc1ccccc1N
→ -4, 0.4, 0, 0, -4, -4, 4, i, -1
(64) CN(Cc1ccccc1)S(=O)(=O)c1cccc2nsnc12
→ -3, 2.8, -8, 1, 1, -4, 1, i, 1
(65) COc1ccccc1S(=O)(=O)Cc1ccc(C(=O)NCc2ccccc2)o1
→ -6, -0.4, -4, 9, -2, -1, -2, i, -4
(66) CC(=O)c1cccc(NC(=O)c2cc(-n3cnnc3)ccc2Cl)c1
→ 4, -1.1, -2, -4, -4, 0, -8, i, -2
(67) CC(=O)N1c2ccc(S(=O)(=O)NCCC(=O)Nc3ccc(OC(F)(F)F)cc3)cc2CC1C (centres undefined)
→ -9, 0.4, -3, 10, 6, 3, -2, i, -1
